Screening results as filed in PubChem.
JMJD2A Tudor inh: qHTS Assay for Inhibitors of JMJD2A-Tudor Domain | Lysine-specific demethylase 4A (Homo sapiens), O75164 | AlphaScreen JMJD2A-Tudor / H3K4me3 peptide binding | Potency, µM (doses to about 114 µM), for inactives: at the highest dose activity change, negative = inhibition, most hits filed as inhibitors | hit rate 4.4% among 390,000; further: on the % scale 0 is the no-effect control and ±100 the full control effect; nearly all actives have a fitted effect of over 50% in size
Target sequence (O75164 whole entry, looked up, the tested form may be a part): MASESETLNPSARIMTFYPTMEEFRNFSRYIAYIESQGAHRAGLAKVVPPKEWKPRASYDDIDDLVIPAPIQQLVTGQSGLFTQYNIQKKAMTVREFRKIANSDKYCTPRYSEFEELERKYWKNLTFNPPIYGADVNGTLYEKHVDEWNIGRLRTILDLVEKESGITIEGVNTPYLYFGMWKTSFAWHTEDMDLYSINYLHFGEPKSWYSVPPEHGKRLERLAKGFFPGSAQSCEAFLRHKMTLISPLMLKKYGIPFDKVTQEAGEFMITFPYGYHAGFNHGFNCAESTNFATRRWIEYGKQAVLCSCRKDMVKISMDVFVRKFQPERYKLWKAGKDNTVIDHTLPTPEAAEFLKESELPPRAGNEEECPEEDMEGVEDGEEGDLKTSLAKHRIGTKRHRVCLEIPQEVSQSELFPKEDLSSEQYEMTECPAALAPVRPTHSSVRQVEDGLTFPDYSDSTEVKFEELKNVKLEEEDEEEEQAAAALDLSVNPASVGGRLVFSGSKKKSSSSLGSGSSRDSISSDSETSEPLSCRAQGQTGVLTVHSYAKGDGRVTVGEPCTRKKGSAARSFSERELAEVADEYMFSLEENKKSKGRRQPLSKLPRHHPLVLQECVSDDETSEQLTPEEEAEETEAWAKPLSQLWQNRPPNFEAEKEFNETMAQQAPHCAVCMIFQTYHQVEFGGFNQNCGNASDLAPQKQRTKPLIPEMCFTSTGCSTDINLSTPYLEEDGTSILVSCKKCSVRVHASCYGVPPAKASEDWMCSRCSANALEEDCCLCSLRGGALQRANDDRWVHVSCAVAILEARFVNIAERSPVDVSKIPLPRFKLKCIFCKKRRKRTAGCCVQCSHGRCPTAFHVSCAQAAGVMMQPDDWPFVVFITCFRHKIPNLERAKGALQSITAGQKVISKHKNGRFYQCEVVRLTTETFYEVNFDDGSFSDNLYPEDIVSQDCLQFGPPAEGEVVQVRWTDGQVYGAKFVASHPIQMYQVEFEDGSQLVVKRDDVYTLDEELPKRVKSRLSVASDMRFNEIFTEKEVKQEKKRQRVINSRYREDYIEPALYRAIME
G9a block: qHTS Assay for Inhibitors of Histone Lysine Methyltransferase G9a | Histone-lysine N-methyltransferase EHMT2 (Homo sapiens), Q96KQ7 | G9a H3K9 monomethylation, AlphaScreen, 2 h | Potency, µM (series often up to 102 µM), for inactives: top-dose activity, negative = inhibition, actives largely listed as inhibitors | hit rate 8.8% among 350,000 | AID 504332, 2011; further: on the % scale 0 is the no-effect control and ±100 the full control effect; nearly all actives have a fitted effect of over 75% in size
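AlphaScreen read-out: biotin-H3K9 peptide (500 nM) methylation by 20 nM enzyme with 20 uM SAM, 2 h at room temperature after 15 min compound preincubation; anti-monomethyl H3K9 antibody plus donor/acceptor beads, 10 min dark.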
BLM helicase inh: qHTS Assay for Inhibitors of Bloom's syndrome helicase (BLM); hit rate 0.2% among 350,000; RecQ-like DNA helicase BLM (Homo sapiens), P54132; recombinant BLM DNA unwinding, fluorescence dequenching; Potency, µM (top dose mostly 56.1 µM), inactives show top-dose activity change, negative = inhibition, actives largely listed as inhibitors;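 further: plate controls were vehicle for no effect and no enzyme for full effect; nearly all actives have a fitted effect of over 35% in size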
BAZ2B block: qHTS Assay for Inhibitors of BAZ2B. AlphaScreen BAZ2B-H3K14Ac peptide displacement. Potency, µM (doses to about 114 µM), for inactives: at the highest dose activity change, negative = inhibition, actives largely listed as inhibitors. AID 504333, 2011. hit rate 4.4% among 360,000. Bromodomain adjacent to zinc finger domain protein 2B (Homo sapiens), Q9UIF8; further: on the % scale 0 is the no-effect control and ±100 the full control effect; nearly all actives have a fitted effect of over 60% in size
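Complex of BAZ2B and biotin-H3K14Ac (50 nM apiece) forms over 30 min at RT, then faces library compounds up to 110 uM for another 30 min; AlphaScreen beads added, 20 min dark incubation, luminescence read.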
Pin1 inh: qHTS Assay to Find Inhibitors of Pin1; Peptidyl-prolyl cis-trans isomerase NIMA-interacting 1 (Homo sapiens), Q13526; Pin1 FP peptide displacement, HiFluor488, 10 min; Potency, µM (doses to about 115 µM), without a hit: top-dose activity, negative = inhibition, most hits filed as inhibitors; hit rate 0.009% among 390,000; active means well fitted inhibition curve with a large enough effect in the polarisation, with a control signal flat, not every such curve was filed as active; inconclusive means small, poorly fitted or top-dose-only effect, or effect the other way, or a change in a side signal; inactive means no such curve, though single readings can be large or run the other way; the % refers to the polarisation; further: on the % scale 0 is the no-effect control and ±100 the full control effect
HP1b chromo inh: HTS for Inhibitors of HP1-beta Chromodomain Interactions with Methylated Histone Tails. Chromobox protein homolog 1 (Homo sapiens), P83916. AlphaScreen HP1-beta / biotin-H3K9me3 peptide binding. Potency, µM (highest dose often 114 µM), inactives show at the top dose activity change, negative = inhibition, most hits filed as inhibitors. hit rate 0.56% among 390,000; further: nearly all actives have a fitted effect of over 70% in size; inactives centre near 23
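HP1-beta protein (50 nM final) preincubated 30 min at room temperature with biotinylated H3(1-18)K9me3 peptide (50 nM) in PBS pH 7.4, 0.01% Tween-20, then compound added for 30 min. AlphaScreen streptavidin donor/nickel chelate acceptor beads (10 ug/mL final), 30 min dark, luminescence read.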
GLS inhibitor: qHTS for Inhibitors of Glutaminase (GLS); Glutaminase kidney isoform, mitochondrial (Homo sapiens), O94925; GLS enzymatic activity, qHTS titration; Potency, µM (series often up to 45.5 µM), for inactives: at the top dose activity change, negative = inhibition, hits mostly inhibitors; hit rate 0.21% among 410,000; AID 624170, 2012; further: on the % scale 0 is the no-effect control and ±100 the full control effect
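Assay buffer: 45 mM KH2PO4 pH 8.2, 0.02% Tween-20. hKGA acts on L-glutamine (1 mM solution added); product glutamate is reported by an oxidase/peroxidase Amplex Red coupling, with fluorescence taken at baseline and 30 min.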
Tb PGK inh: qHTS Assay to Find Inhibitors of Phosphoglycerate Kinase; Phosphoglycerate kinase, glycosomal (Trypanosoma brucei brucei), P07378; PGK/GAPDH coupled, Kinase-Glo luminescence, 60 min; Potency, µM (highest dose often 57.5 µM), for the others: top-dose activity change, negative = inhibition, most hits filed as inhibitors; hit rate 0.043% among 380,000; AID 602233, 2012; further: on the % scale 0 is the no-effect control and ±100 the full control effect; nearly all actives have a fitted effect of over 60% in size
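Recombinant glycosomal PGK reaction used 1,3-bisphosphoglycerate generated in-well by GAPDH (100nM final) in 100mM TEA pH 7.6, 5mM MgCl2, 0.01% Tween-20. After 60 minutes at room temperature, ATP was read by Kinase-Glo Plus luminescence end-point.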
POLI inh: qHTS for Inhibitors of Polymerase Iota; Pol iota fluorescent replication assay, 10 min; AID 588590, 2011; Potency, µM (titrated, usually from 115 µM), inactives show at the top dose activity, negative = inhibition, usual class: inhibitors; hit rate 1% among 390,000; DNA polymerase iota (Homo sapiens), Q9UNA4
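Fluorescent replication assay read twice, at 0 min and 10 min after adding 50 nM (final) substrate. Enzyme (10 nM) and compounds were first incubated 15 min at room temperature; enzyme-free buffer wells were negative controls.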
* = called active by the depositor; i = inactive; ? = inconclusive; · = not tested or not shown; [ ] = dose if it differs, or a comment. Unless noted, the call rests on the fitted dose curve; in most records, active means well fitted curve in the direction sought with a large enough effect; inconclusive means small, poorly fitted or top-dose-only effect, or another doubt; inactive means no such curve, though single readings can be large; an effect the other way counts as inactive or inconclusive. Potency means the concentration at half of the fitted maximal effect. Not all compounds are listed (hit frequency here may not be typical).

entry	BLM helicase inh	GLS inhibitor	POLI inh	BAZ2B block	Pin1 inh	HP1b chromo inh	JMJD2A Tudor inh	G9a block	Tb PGK inh	mol
1	-1%	2%	25%	-2%	-2%	25%	2%	7%	0%	CCOC(=O)COc1ccc(C(=O)CC)cc1OC
2	-9%	13%	23%	6%	0%	1%	-30%	3%[12.7 µM]	-10%	CCOc1ccccc1NC(=O)CCC(=O)Nc1ccc2nc(N3CCN(C)CC3)cc(C)c2c1
3	·	7%	9%	3%	-1%	31%	1%	-11%[2.33 µM]	-1%	O=C(CSc1nc2ccccc2c(=O)n1-c1ccc(OC(F)F)cc1)NC1CC1
4	-5%	-5%	6%	-28%	0%	20%	-21%	?	i	Cc1cc(C)n(-c2ccc(C(=O)OCC(=O)Nc3ccc([N+](=O)[O-])cc3)cc2)n1
5	-2%	2%	162%[activator]	-12%	1%	13%	-1%	3%	-10%	CCOC(=O)c1c(NC(=O)c2ccno2)c2cc([N+](=O)[O-])ccc2n1C
6	3%	8%	-3%	2%	4%	-3%	-11%	4%	-6%	CC(OC(=O)CN1C(=O)C2C3C=CC(C4CC34)C2C1=O)C(=O)c1ccccc1 (stereo unspecified)
7	-2%	-6%	-1%	-34%	1%	67%[activator]	-8%	?	-7%	O=C(c1ccccc1)C(CCC(CN1CCOCC1)C(=O)c1ccccc1)CN1CCOCC1 (stereo unspecified)
8	-4%	0%	0%	·	2%	20%	-11%	-35%[59 µM]	7%	CC1CCN(S(=O)(=O)c2ccc3c(c2)c(=O)c(C(=O)NCc2ccc(Cl)cc2)cn3C)CC1
9	-1%	-4%	10%	5%	7%	10%	-10%	7%[59 µM]	-3%	C=CCn1c(Cc2cccs2)nnc1SCC(=O)Nc1ccc(OC)cc1
10	·	-2%	1%	·	-2%	33%	-3%	·	3%	CCOC(=O)C1=CN(CC)CCC1=O

In a second layout: results already given
Values run as follows: BLM helicase inh, GLS inhibitor, POLI inh, BAZ2B block, Pin1 inh, HP1b chromo inh, JMJD2A Tudor inh, G9a block, Tb PGK inh
1	CCOC(=O)COc1ccc(C(=O)CC)cc1OC
    -1%, 2%, 25%, -2%, -2%, 25%, 2%, 7%, 0%
10	CCOC(=O)C1=CN(CC)CCC1=O
    ·, -2%, 1%, ·, -2%, 33%, -3%, ·, 3%
6	CC(OC(=O)CN1C(=O)C2C3C=CC(C4CC34)C2C1=O)C(=O)c1ccccc1 (stereo unspecified)
    3%, 8%, -3%, 2%, 4%, -3%, -11%, 4%, -6%
5	CCOC(=O)c1c(NC(=O)c2ccno2)c2cc([N+](=O)[O-])ccc2n1C
    -2%, 2%, 162%[activator], -12%, 1%, 13%, -1%, 3%, -10%
2	CCOc1ccccc1NC(=O)CCC(=O)Nc1ccc2nc(N3CCN(C)CC3)cc(C)c2c1
    -9%, 13%, 23%, 6%, 0%, 1%, -30%, 3%[12.7 µM], -10%
9	C=CCn1c(Cc2cccs2)nnc1SCC(=O)Nc1ccc(OC)cc1
    -1%, -4%, 10%, 5%, 7%, 10%, -10%, 7%[59 µM], -3%

More structures
entry	BLM helicase inh	GLS inhibitor	POLI inh	BAZ2B block	Pin1 inh	HP1b chromo inh	JMJD2A Tudor inh	G9a block	Tb PGK inh	mol
11	-4%	-1%	-4%	3%	5%	29%	-15%[57.1 µM]	?	-8%	COc1ccc(OC)c(S(=O)(=O)N2CCC(C(=O)NCc3ccccc3)CC2)c1
12	-12%	-9%	109%[activator]	-27%	1%	27%	-23%	-26%	-6%	CCc1ccc(CN(C)C(=O)CCc2nc3ccccc3n(-c3ccc(OC)cc3)c2=O)cc1
13	0%	-5%	-28%[58.9 µM]	-2%	-12%	-8%	-27%	·	-4%	CCCN1Cc2cccc(C(=O)Nc3cc(OC)cc(OC)c3)c2C1=O
14	-15%	0%	?	?	-5%	11%	?	-8%	1%	COc1ccc(OC)c(-c2csc(NC(=O)c3ccc(F)cc3)n2)c1
15	-8%	-4%	-8%	-17%	1%	4%	-36%	-47%	·	O=C(C1CC(=O)N(C2CCCCC2)C1)N1CCc2ccccc21 (stereo unspecified)
16	2%	5%	7%	-8%	-4%	44%[activator]	-4%	3%	-1%	CCOC(=O)CCCNC(=O)COC(=O)/C=C/c1ccc2c(c1)OCO2
17	-10%	10%	3%	-11%	11%	16%	-11%	?	1%	O=C(C1CCCCC1)N(Cc1nc2sc3c(c2c(=O)[nH]1)CCCC3)Cc1cccs1
18	3%	0%	13%	1%	-6%	50%[activator]	-10%	40µM*	i	CCN(CC)CCC(=O)c1ccc(F)cc1
19	-1%	2%	14%	0%	23%	39%[activator]	-12%	10%[59 µM]	-2%	COc1ccc(C2C(C(=O)Nc3ccc4c(c3)OCCO4)c3ccccc3C(=O)N2C)cc1 (stereo unspecified)
20	-2%	0%	18%	-3%	2%	41%[activator]	-4%	?	-10%	Cc1nnc(NC(=O)CSc2nc3c(c(=O)n2C)SC(C)C3)s1 (stereo unspecified)

Another view of some results above.
Order of results – BLM helicase inh, GLS inhibitor, POLI inh, BAZ2B block, Pin1 inh, HP1b chromo inh, JMJD2A Tudor inh, G9a block, Tb PGK inh
(16) CCOC(=O)CCCNC(=O)COC(=O)/C=C/c1ccc2c(c1)OCO2
 : 2%, 5%, 7%, -8%, -4%, 44%[activator], -4%, 3%, -1%
(2) CCOc1ccccc1NC(=O)CCC(=O)Nc1ccc2nc(N3CCN(C)CC3)cc(C)c2c1
 : -9%, 13%, 23%, 6%, 0%, 1%, -30%, 3%[12.7 µM], -10%
(6) CC(OC(=O)CN1C(=O)C2C3C=CC(C4CC34)C2C1=O)C(=O)c1ccccc1 (stereo unspecified)
 : 3%, 8%, -3%, 2%, 4%, -3%, -11%, 4%, -6%

(continued)
entry	BLM helicase inh	GLS inhibitor	POLI inh	BAZ2B block	Pin1 inh	HP1b chromo inh	JMJD2A Tudor inh	G9a block	Tb PGK inh	mol
21	-1%	7%	-18%	-28%	-9%	-5%	-24%	?	-5%	O=C(Nc1cnn(C23CC4CC(CC(C4)C2)C3)c1)c1cnn2c(C(F)(F)F)cc(-c3ccco3)nc12
22	0%	7%	25%	-30%	-8%	0%	?	?	i	CCN1CCN(c2nc(SC)nc3sc4c(c23)CC(C)(C)OC4)CC1
23	-2%	11%	-6%	-2%	3%	28%[57 µM]	-5%	-42%[59 µM]	3%	CC(Oc1ccccc1)C(=O)Nc1nc2ccc(S(N)(=O)=O)cc2s1 (stereo unspecified)
24	0%	6%	-3%	5%	-12%	7%	-4%	27%	-4%	COCCCNC(=O)CCc1c(C)nc2c(c(C)nn2-c2ccccc2)c1C
25	-1%	1%	62%[activator]	-3%	2%	15%	?	-9%[59 µM]	-7%	Cc1cc(C)c2c(n1)sc1c(=O)n(-c3ccccc3)c(=O)[nH]c12
26	-9%	13%	-24%	-34%	0%	9%	-23%	?	2%	O=C(c1cc(Sc2cccc(Cl)c2)nc2ccccc12)N1CCN(c2ccccn2)CC1
27	·	-1%	?	4%	3%	30%	-9%	19%[2.33 µM]	i	O=C(NCC1CCCCC1)c1cc(S(=O)(=O)N2CCOCC2)ccc1F
28	-2%	23%	-4%	?	?	-21%	?	-20%[59 µM]	-9%	CCc1nnc(NS(=O)(=O)c2ccc(NC(=S)NC(=O)c3ccc(Br)cc3)cc2)s1
29	-1%	0%	6%	-2%	0%	13%	-15%	2%	-5%	CCn1c(=O)c([N+](=O)[O-])c(NCC2CCCO2)c2ccccc21 (stereo unspecified)
30	-9%	-12%	-4%	1%	-5%	4%	-30%	-6%[59 µM]	-5%	COc1ccc(NC(=O)c2oc3ccc(S(=O)(=O)N4CCCCC4)cc3c2C)cc1Cl
31	1%	-1%	-4%	19%	1%	20%[57 µM]	-13%	0%[59 µM]	-6%	Cc1cc(C(=O)Nc2c(C)nn(Cc3ccc(Cl)cc3)c2C)no1
32	-1%	-14%	-14%	-14%	-2%	15%	-22%	-28%[59 µM]	·	CCN1CCN(C(=O)c2ccc3c(c2)N(Cc2ccc(F)cc2)C(=O)c2ccccc2S3(=O)=O)CC1
33	-2%	2%	-6%	?	1%	39%	-20%	?	-6%	COC(=O)C1=C(N)OC2=C(C(=O)CC(C)(C)C2)C1c1ccccc1OC (stereo unspecified)
34	-19%	3%	32%[activator]	4%	?	19%	-33%	6%[59 µM]	-8%	Cc1ccc(NC(=O)c2nc[nH]c2C(=O)N[C@@H](CCCCNC(=O)OC(C)(C)C)C(=O)OC(C)(C)C)cc1
35	-2%	15%	28%	7%	-1%	36%	-11%	0%[59 µM]	8%	CCOC(=O)c1cc2c(=O)n3ccccc3nc2n(CC(C)C)c1=NC(=O)C(C)(C)Oc1ccc(Cl)cc1
36	-13%	-2%	-12%	1%	-6%	21%	-6%	6%[59 µM]	-6%	COCCN(C(=S)Nc1cc(C)cc(C)c1)C(C)c1cccnc1 (stereo unspecified)
37	0%	-2%	15%	-30%	-4%	33%	-11%	?	-12%	Cc1ccc(C(=O)NC(=S)N(C)C2CCCCC2)cc1
38	-1%	-13%	-6%[58.9 µM]	-4%	2%	10%	3%	-30%	-5%	CCOc1ccccc1CNC(=O)C1CCC(=O)N1C(C)C (stereo unspecified)
